PAFAH1B2 inh: PAFAH1B2 enzyme inhibitors, primary screen, biochemical, fluorescence polarization, human. Platelet-activating factor acetylhydrolase IB subunit alpha2 (Homo sapiens), P68402. recombinant PAFAH1B2, FP-rhodamine activity probe. inhibition, % at 3.39 µM. 340,000 compounds, 1.2% hits;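 active = inhibition above the mean of all tested compounds plus 3 SD, cut at about 24% in these data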;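 also: 0% = enzyme with DMSO and 100% = wells lacking PAFAH1B2; many of its hits are not listed in these tables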
Target sequence (P68402 whole entry, looked up): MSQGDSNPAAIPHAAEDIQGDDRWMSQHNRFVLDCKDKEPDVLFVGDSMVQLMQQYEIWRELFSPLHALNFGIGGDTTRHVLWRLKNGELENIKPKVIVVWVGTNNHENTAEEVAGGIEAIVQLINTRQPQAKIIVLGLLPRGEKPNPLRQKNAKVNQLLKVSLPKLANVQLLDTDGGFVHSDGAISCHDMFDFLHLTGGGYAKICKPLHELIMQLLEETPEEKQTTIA
GLD-1 RNA inh: GLD-1/TGE RNA complex disruptors, primary screen, biochemical, fluorescence polarization | Female germline-specific tumor suppressor gld-1 (Caenorhabditis elegans), Q17339 | purified GLD-1 + fluorescein TGE RNA | inhibition, % at 5.96 µM | 320,000 compounds, 0.44% hits;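 active = percent inhibition above a per-plate cutoff, the plate mean of test compounds plus 3 SD, cut at about 30% in these data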;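 also: 0% = DMSO wells with GLD-1 and probe and 100% = wells lacking GLD-1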
PME-1 inh: PME-1 inhibitors via competitive probe labeling, primary screen, biochemical, fluorescence polarization, FP-Rh probe, HTS; inhibition, % at 5.9 µM; recombinant PME-1; 320,000 compounds, 0.53% hits; Protein phosphatase methylesterase 1 (Homo sapiens), Q9Y570;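 active = inhibition above the campaign mean of all compounds plus 3 SD, cut at about 26% in these data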;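 also: competitive labeling of PME-1 active site by serine hydrolase directed probe; 0% = PME-1 with DMSO and 100% = wells lacking PME-1 enzyme; inhibitors block probe labeling so polarization falls and inhibition rises; many of its hits are not listed in these tables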
BCLXL inh: inhibitors of human Bcl-xL, primary screen, biochemical, fluorescence polarization, HTS | 320,000 compounds, 0.7% hits | GST-Bcl-xL / FITC-Bim BH3 peptide fluorescence polarization | inhibition, % at 10.9 µM | Bcl-2-like protein 1 (Homo sapiens), Q07817;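 active = inhibition above the mean of all tested compounds plus 3 SD, cutoff set per campaign, cut at about 30% in these data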;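 also: 0% = DMSO wells and 100% = unlabeled Bim-BH3 peptide competitor; inhibitors lower millipolarization by displacing the labeled peptide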
Fam108B inh: mouse Fam108B serine hydrolase inhibitors, primary screen, counter-screen for RBBP9 inhibitor project, biochemical, fluorescence polarization; recombinant Fam108B, FP-Rh probe fluorescence polarization; inhibition, % at 9.51 µM; 300,000 compounds, 0.33% hits;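 active = inhibition above the screen mean inhibition plus 3 SD, computed separately per campaign, cut at about 18% in these data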;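 also: inhibitors lower polarization as less probe binds the enzyme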
AHR act: AHR activators, primary screen, cell-based, luminescence, luciferase reporter, human | activation, % at 5 µM | 320,000 compounds, 2.5% hits | Aryl hydrocarbon receptor (Homo sapiens), P35869 | AHR-responsive luciferase reporter cells; in the data active = activation above about 47%;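 also: 0% = vehicle wells and 100% = reference agonist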
MCL1 BIM primary: inhibitors of MCL1 binding to BIM-BH3, primary screen, biochemical, fluorescence polarization | Induced myeloid leukemia cell differentiation protein Mcl-1 (Homo sapiens), Q07820 | GST-MCL1 / FITC-Bim-BH3 fluorescence polarization | inhibition, % at 10.9 µM | 320,000 compounds, 0.68% hits;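 active = inhibition above the mean inhibition of all tested compounds plus 3 SD, set per campaign, cut at about 40% in these data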;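 also: 0% = DMSO wells and 100% = unlabeled Bim-BH3 peptide control; higher means more loss of mP so more displacement of Bim peptide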
Target sequence (Q07820 whole entry, looked up): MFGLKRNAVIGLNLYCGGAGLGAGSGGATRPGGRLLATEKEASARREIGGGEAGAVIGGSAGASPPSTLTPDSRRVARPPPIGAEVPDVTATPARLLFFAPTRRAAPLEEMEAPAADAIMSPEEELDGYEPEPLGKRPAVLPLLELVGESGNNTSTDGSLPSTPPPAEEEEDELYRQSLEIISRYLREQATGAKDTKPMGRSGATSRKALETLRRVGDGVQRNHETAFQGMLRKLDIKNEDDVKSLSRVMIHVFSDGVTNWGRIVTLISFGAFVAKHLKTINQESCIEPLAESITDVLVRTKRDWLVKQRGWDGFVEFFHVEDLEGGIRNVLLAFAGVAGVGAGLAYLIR
MEX-5 binding: MEX-5 zinc finger RNA-binding disruptors – biochemical, C. elegans, fluorescence polarization, MLPCN library, primary screen. MEX-5/FITC-TCR2 RNA binding; stronger effect = lower value. Zinc finger protein mex-5 (Caenorhabditis elegans), Q9XUB2. 300,000 compounds, 0.38% hits. activity score (negative = inhibition of binding), % at 10 µM;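 active = inhibition past about -25% in most replicates, and total fluorescence under double the plate's negative control median, limit read from the data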;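 also: 0% = DMSO and -100% = 5 µM competing unlabeled TCR2 RNA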
pPAFAH inh: pPAFAH enzyme inhibitors, primary screen, biochemical, fluorescence polarization, human; inhibition, % at 3.39 µM; AID 463082, 2010; recombinant pPAFAH, FP-rhodamine probe fluorescence polarization; 330,000 compounds, 1.5% hits;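 active = inhibition above the mean inhibition across the screen plus 3 SD, cut at about 25% in these data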;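 also: inhibitors block binding of the rhodamine activity-based probe so polarization drops; 0% = enzyme with DMSO and 100% = wells lacking pPAFAH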
Target sequence (Q13093 whole entry, looked up): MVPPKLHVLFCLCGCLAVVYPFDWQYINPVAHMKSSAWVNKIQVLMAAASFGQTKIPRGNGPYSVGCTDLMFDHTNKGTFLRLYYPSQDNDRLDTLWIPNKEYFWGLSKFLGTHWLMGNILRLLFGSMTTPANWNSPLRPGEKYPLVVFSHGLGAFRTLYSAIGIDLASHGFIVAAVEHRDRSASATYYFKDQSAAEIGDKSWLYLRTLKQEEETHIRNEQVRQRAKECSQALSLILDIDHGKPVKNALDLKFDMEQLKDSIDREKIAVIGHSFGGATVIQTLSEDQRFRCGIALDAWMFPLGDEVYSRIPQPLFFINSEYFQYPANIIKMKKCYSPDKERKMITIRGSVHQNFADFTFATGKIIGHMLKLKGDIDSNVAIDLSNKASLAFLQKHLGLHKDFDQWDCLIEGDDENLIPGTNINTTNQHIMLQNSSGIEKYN
Active calls of the source: *; · = no result given.

nr	SMILES	PAFAH1B2 inh	GLD-1 RNA inh	PME-1 inh	BCLXL inh	Fam108B inh
1	COC(=O)C(NC(=O)CCc1nnc2ccc(N3CCCCC3)nn12)C(C)C (stereo unspecified)	-1	3	0	-4	4
2	COCCCN(C(=O)Cn1ncc2c(=O)oc3ccc(C)cc3c21)C(C)c1ccncc1 (stereo unspecified)	5	0	-2	4	3
3	Cc1n[nH]c(C)c1CCNC(=O)C1CCC(=O)N(CCc2cccc(F)c2)C1 (stereo unspecified)	-2	-6	2	-4	-3
4	COc1ccc(NC(=O)c2ccc3c(c2)C(=O)N(CC2CCCO2)C3=O)cc1O (stereo unspecified)	5	8	2	3	-2
5	CCCc1cc(=O)[nH]c(SCC(=O)Nc2ccccc2C#N)n1	2	3	1	3	0
6	NNC(=O)COc1ccc(C2SCCS2)cc1	1	-9	-3	-9	-2
7	Cc1ccc(Nc2nc(N)c([N+](=O)[O-])c(NCc3ccco3)n2)cc1C	0	6	0	4	-4
8	CCc1ccc(NC(=O)CCC(=O)Nc2nnc(C(C)C)s2)cc1	5	3	5	3	-5

nr	AHR act	MCL1 BIM primary	MEX-5 binding	pPAFAH inh
1	5	-8	2.4	8
2	-1	1	0.8	-1
3	-1	-14	-1.1	-7
4	2	4	1.7	3
5	3	-1	-3.4	6
6	39	-6	-0.6	-10
7	64*	3	-2.9	3
8	3	-9	1.6	1

Carrying on:
nr	SMILES	PAFAH1B2 inh	GLD-1 RNA inh	PME-1 inh	BCLXL inh	Fam108B inh
9	CSc1ccccc1NC(=O)Cc1ccccc1	6	2	4	2	8
10	Cc1cc(C)cc(C(=O)Nc2nnc(SCC(=O)N3CCCc4ccccc43)s2)c1	-2	-1	-5	-1	-6
11	CO/N=C(\c1ccccc1)c1cccnc1	5	-3	-2	1	-1
12	COc1cc(C(=O)N2CCC(N3CCCCCC3)CC2)cc(OC)c1OC	-2	1	-5	2	8
13	COCCCn1c(SCC(=O)Nc2sc3c(c2C#N)CCCC3)nnc1-c1ccncc1	0	8	11	7	1
14	COc1ccc(CCNC(=O)c2nonc2N)cc1	4	-1	-1	6	6
15	Cc1ccc(NC(=O)CSc2ccc(-c3ccco3)nn2)cc1	0	7	3	8	-1
16	O=C1C=C(c2cccc(Cl)c2)C[C@@H](c2ccc3c(c2)OCO3)C1	0	1	4	4	·

nr	AHR act	MCL1 BIM primary	MEX-5 binding	pPAFAH inh
9	-1	4	1.2	1
10	22	1	-0.3	-3
11	-1	-6	0.2	0
12	1	6	-5.3	-1
13	7	14	-2.4	26*
14	1	-1	1.9	4
15	4	3	-1.4	10
16	38	2	·	12

New compounds follow.
nr	SMILES	PAFAH1B2 inh	GLD-1 RNA inh	PME-1 inh	BCLXL inh	Fam108B inh
17	COc1cccc(/C=N/NC(=O)c2cccc(N3CCCC3=O)c2)c1	1	-7	2	6	-2
18	COc1ccccc1NC(=O)Nc1ccccc1SC	3	-1	0	7	0
19	COc1ccc(/C=C2/C(=O)N(c3cccc(F)c3)N=C2C)c(OC)c1	5	0	-2	0	-3
20	CCOC(=O)c1cc(C(=O)c2cc(F)ccc2O)coc1=N	0	2	0	4	-1
21	O[C@@H](c1cc(C(F)(F)F)nc2c(C(F)(F)F)cccc12)[C@H]1CCCCN1	3	9	-4	-4	-3
22	COc1ccc(C(CC(=O)O)NC(=O)c2cccs2)cc1 (stereo unspecified)	-3	5	-3	5	5
23	CC(=O)/C(=N/Nc1ccccc1Cl)Sc1nnc(C(O)c2ccccc2)n1-c1ccccc1 (stereo unspecified)	3	1	2	6	3
24	COc1ccc(N2C(=NC(=O)C(C)Oc3ccccc3)SC3CS(=O)(=O)CC32)cc1 (stereo unspecified)	2	-3	-3	-2	0

nr	AHR act	MCL1 BIM primary	MEX-5 binding	pPAFAH inh
17	16	1	0.4	9
18	23	8	-2.0	5
19	2	-3	1.4	4
20	2	1	0.2	-2
21	2	-4	-4.9	-7
22	2	11	3.5	4
23	-1	-1	0.9	2
24	-2	3	-0.5	4

The listing continues:
nr	SMILES	PAFAH1B2 inh	GLD-1 RNA inh	PME-1 inh	BCLXL inh	Fam108B inh
25	O=S(=O)(O)c1ccc(N=NNc2ccc(Br)cc2)cc1	6	-13	1	2	-1
26	O=C1CC(N2CCN(c3ccc(O)cc3)CC2)C(=O)N1c1ccc2c(c1)OCO2 (stereo unspecified)	4	9	-2	12	-4
27	COc1ccc2[nH]c(CN3CCN(CC=C(C)C)C(CCO)C3)c(C)c2c1 (stereo unspecified)	6	-4	-1	-2	0
28	Cc1ccnc(NS(=O)(=O)c2cccs2)c1	1	0	-7	7	5
29	CCOC(=O)Cn1c(=O)oc2cc(S(=O)(=O)NCCCc3ccccc3)ccc21	10	4	-3	-5	0
30	CCCCN(C(=O)NCCCCCCNC(=O)N(CCCC)C1CCS(=O)(=O)C1)C1CCS(=O)(=O)C1 (stereo unspecified)	0	0	-5	-2	1
31	CCC1CCCCN1C(=O)c1ccc(OC2CCN(C(=O)CCOC)CC2)cc1 (stereo unspecified)	4	-5	2	8	1
32	CN(C)/C=C/C(=O)c1ccc(-c2ccc(Cl)cc2Cl)o1	5	-20	-5	-30	3

nr	AHR act	MCL1 BIM primary	MEX-5 binding	pPAFAH inh
25	46	9	-0.3	9
26	0	8	1.1	4
27	-1	2	-1.9	0
28	-1	2	-0.5	4
29	0	-1	-0.8	4
30	-2	-6	0.4	2
31	2	4	·	-1
32	6	-41	-9.2	6

4 entries from above, field by field.
24) COc1ccc(N2C(=NC(=O)C(C)Oc3ccccc3)SC3CS(=O)(=O)CC32)cc1 (stereo unspecified)
- PAFAH1B2 inh = 2
- GLD-1 RNA inh = -3
- PME-1 inh = -3
- BCLXL inh = -2
- Fam108B inh = 0
- AHR act = -2
- MCL1 BIM primary = 3
- MEX-5 binding = -0.5
- pPAFAH inh = 4

25) O=S(=O)(O)c1ccc(N=NNc2ccc(Br)cc2)cc1
- PAFAH1B2 inh = 6
- GLD-1 RNA inh = -13
- PME-1 inh = 1
- BCLXL inh = 2
- Fam108B inh = -1
- AHR act = 46
- MCL1 BIM primary = 9
- MEX-5 binding = -0.3
- pPAFAH inh = 9

26) O=C1CC(N2CCN(c3ccc(O)cc3)CC2)C(=O)N1c1ccc2c(c1)OCO2 (stereo unspecified)
- PAFAH1B2 inh = 4
- GLD-1 RNA inh = 9
- PME-1 inh = -2
- BCLXL inh = 12
- Fam108B inh = -4
- AHR act = 0
- MCL1 BIM primary = 8
- MEX-5 binding = 1.1
- pPAFAH inh = 4

27) COc1ccc2[nH]c(CN3CCN(CC=C(C)C)C(CCO)C3)c(C)c2c1 (stereo unspecified)
- PAFAH1B2 inh = 6
- GLD-1 RNA inh = -4
- PME-1 inh = -1
- BCLXL inh = -2
- Fam108B inh = 0
- AHR act = -1
- MCL1 BIM primary = 2
- MEX-5 binding = -1.9
- pPAFAH inh = 0

Further compounds follow:
nr	SMILES	PAFAH1B2 inh	GLD-1 RNA inh	PME-1 inh	BCLXL inh	Fam108B inh
33	C/C(=N\Nc1nc(Nc2ccccc2)nc(N2CCOCC2)n1)c1cccs1	3	2	12	2	3
34	O=C(C1=C[C@H](c2ccc3c(c2)OCO3)C[C@H](OCCCCO)O1)N1CCN(Cc2ccccc2)CC1	9	0	5	4	-3
35	COc1cccc(CNC(=O)N2CCN(c3ccccc3)CC2)c1	0	-3	-5	1	1
36	O=C(C1CCN(C2CCN(CC3CC=CCC3)CC2)CC1)N1CCOCC1 (stereo unspecified)	2	3	0	3	2
37	Cc1ccc(Oc2cnn(-c3ccccc3)c(=O)c2Br)cc1	1	1	7	2	7
38	N/C(=N\OC(=O)Oc1ccccc1)c1ccc(Cl)cc1	5	-1	-5	5	-2
39	COC(=O)C(Cc1ccccc1)NS(=O)(=O)c1ccc(F)cc1Br (stereo unspecified)	-2	-7	5	2	4
40	O=C(O)CC1(CC(=O)Nc2ccc(F)c(Cl)c2)CCCCC1	·	-1	7	-4	-2

nr	AHR act	MCL1 BIM primary	MEX-5 binding	pPAFAH inh
33	57*	5	0.0	4
34	12	3	3.9	4
35	0	1	-0.5	4
36	2	2	-2.1	-2
37	4	-1	-0.2	1
38	5	3	0.4	2
39	3	-2	1.0	3
40	2	-7	-0.6	-1

The list goes on.
nr	SMILES	PAFAH1B2 inh	GLD-1 RNA inh	PME-1 inh	BCLXL inh	Fam108B inh
41	Cc1ccccc1C(=O)Nc1nncs1	3	-3	0	-3	1
42	CC(CCn1cccn1)NC(=O)c1cc(COc2ccc(F)cc2Cl)on1 (stereo unspecified)	4	-3	-4	2	3
43	CCOC(=O)c1cnn(-c2ccccc2)c1NC(=O)CN1CCCCC1	7	-2	1	3	-3
44	Cc1cccc(N2CCN(CCCNC(=O)c3ccc(NC(=O)C4=CSCCO4)cc3)CC2C)c1 (stereo unspecified)	4	-14	7	-2	3
45	COc1ccc(OCCn2c(=O)sc3ccccc32)cc1	1	7	7	5	1
46	Cc1nn(Cc2ccc(Cl)c(Cl)c2)c(C)c1NC(=O)c1cc(C2CC2)on1	8	4	4	2	1
47	O=C(/C=C/c1c(F)cccc1Cl)Nc1ccncc1	1	1	1	4	-1
48	Cc1cccc(NC(=O)c2nc[nH]c2C(=O)N[C@@H](CC(C)C)C(=O)OC(C)(C)C)c1	-9	6	-7	2	-12
49	CS(=O)(=O)N1CCCC(C(=O)c2cccc(Cl)c2)C1 (stereo unspecified)	2	-3	3	8	1
50	CCC(C)N(C(=O)c1csnn1)C(C(=O)NCc1ccc(F)cc1)c1ccccc1 (stereo unspecified)	-4	8	-1	11	7

nr	AHR act	MCL1 BIM primary	MEX-5 binding	pPAFAH inh
41	4	-8	1.6	0
42	-1	0	-0.3	2
43	-1	4	-0.9	1
44	1	-4	-2.7	6
45	0	5	2.8	9
46	27	5	1.1	7
47	45	8	-3.9	3
48	-1	6	-0.2	0
49	1	4	-2.4	3
50	0	8	0.9	7

These rows are one share of the data; count on the stated rates, not on these rows.
